# Screening data deposited in PubChem BioAssay by several laboratories.
# RmlCD inh 1536: M. tuberculosis RmlC/RmlD coupled enzyme inhibitors, primary screen, biochemical, compound mixtures, 384-well, from 1536-well plates. dTDP-4-dehydrorhamnose reductase (Mycobacterium tuberculosis (strain ATCC 25618 / H37Rv)) …. RmlC+RmlD coupled enzyme assay, percent inhibition; primary screen in compound mixtures. inhibition, % at 3.6 µM. 0.03% of 160,000 active; in the data active = inhibition mostly above about 34%, no sharp cut-off; also: some results filed as inactive read as strong as hits
# Target sequence (P9WH09 whole entry, looked up): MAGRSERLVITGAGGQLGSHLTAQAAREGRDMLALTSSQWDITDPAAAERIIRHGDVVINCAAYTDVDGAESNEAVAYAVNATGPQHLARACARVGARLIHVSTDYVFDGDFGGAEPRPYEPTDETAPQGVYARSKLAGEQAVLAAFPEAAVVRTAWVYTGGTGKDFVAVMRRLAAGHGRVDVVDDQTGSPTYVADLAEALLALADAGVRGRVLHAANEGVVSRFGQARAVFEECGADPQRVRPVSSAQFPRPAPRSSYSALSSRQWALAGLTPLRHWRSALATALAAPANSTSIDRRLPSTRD
# Target sequence (P9WH11 whole entry, looked up): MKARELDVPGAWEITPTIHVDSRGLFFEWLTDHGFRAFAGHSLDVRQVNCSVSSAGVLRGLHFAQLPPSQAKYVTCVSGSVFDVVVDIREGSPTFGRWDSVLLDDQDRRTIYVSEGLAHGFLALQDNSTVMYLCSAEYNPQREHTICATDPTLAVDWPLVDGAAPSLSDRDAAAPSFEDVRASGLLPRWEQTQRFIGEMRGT
# GlmU inhibition: inhibition of mycobacterial GlmU enzyme – biochemical, glucosamine-1-phosphate acetyltransferase (AID 1376); 0.25% of 220,000 active; one-dose inhibition, %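 (tested at 30 µM in the primary screen)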; IC50 in µM for titrated hits; M. tuberculosis GlmU acetyltransferase enzyme assay; higher % means a stronger effect; Bifunctional protein GlmU (Mycobacterium tuberculosis (strain ATCC 25618 / H37Rv)); in the data active = inhibition above about 13%;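 also: 0% = complete reaction with vehicle and 100% = reaction without substrate; strong numbers were not always called active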
# An asterisk follows results filed as active; · = no result given.
No.	molecule	RmlCD inh 1536	GlmU inhibition
1	COCCCN1C(=O)c2ccc(C(=O)O)cc2C1=O	10	1.1%
2	CC(C)(C)n1nnnc1C(c1cccnc1)N1CCN(c2ccccn2)CC1 (stereo unspecified)	-4	1.0%
3	CCc1ccc(C(=O)COC(=O)c2cccnc2Cl)cc1	-11	2.4%
4	COc1ccc(CCNC(=O)CSc2nnc(NC(C)=O)s2)cc1OC	·	-2.0%
5	C/C=C\C=C/C(=O)Nc1cccc(C2=NOC3(C2)C[C@H](C(N)=O)N(C(=O)CC)C3)c1 (stereo partly specified)	-10	2.3%
6	Cc1ccc(CN2C(=O)S/C(=C\c3ccccc3OCC(=O)O)C2=O)cc1	6	-3.3%
7	Cc1ccccc1NC(=O)COC(=O)c1cc(=O)c2ccccc2o1	-5	-1.1%
8	CN(C(=O)C1CCCO1)c1nnc(-c2ccccn2)s1 (stereo unspecified)	-7	-5.0%
9	COc1ccc(C2C(C#N)=C(N)SC(N)=C2C#N)cc1OC	9	3.3%
10	O=C(COC(=O)c1ncc(Cl)c(Cl)c1Cl)c1ccc(Cl)s1	-9	1.3%
11	CCOc1ccc(/C=N/n2nnnc2N)cc1O	3	-3.1%
12	COc1ccc(-c2nc3ccccc3c(=O)n2NC(=O)Cc2ccccc2)cc1	10	-0.6%
13	COc1ccc(NC(=O)NNc2cc(N3CCOCC3)nc(N3CCOCC3)n2)cc1	9	-2.4%
14	O=C1c2ccccc2S(=O)(=O)N1CCOc1ccc(F)cc1	·	-3.3%
15	CCCCOc1ccc(C(=O)OCC(=O)Nc2cc(C)c(C)cc2[N+](=O)[O-])cc1	-10	2.4%
16	CCOC(=O)c1sc2nccc(OC)c2c1N=CN(C)C	-1	-3.6%
17	COc1cc2c(cc1OC)C(c1cc([N+](=O)[O-])ccc1O)NCC2 (stereo unspecified)	-14	-1.7%
18	O=C(Nc1cc(=O)[nH]c2ncnn12)c1ccccc1F	2	-1.1%
19	Cc1cccc(NC(=S)N/N=C/C(C)c2ccccc2)c1C (stereo unspecified)	·	-0.4%
20	Cc1cc(/C(N)=N/OC(=O)Nc2ccccc2)no1	-7	3.7%
21	COc1ccc(NC(=O)Nc2c(SC)nsc2SC)cc1	3	-1.1%
22	CCSc1nc2ccccc2c(=O)n1CCc1ccc(OC)c(OC)c1	44	0.8%
23	CCCC(=O)Nc1cccc(NC(=O)c2ccc([N+](=O)[O-])cc2Cl)c1	9	-4.2%
24	CN(C)C(=O)CCc1nc2sc3c(c2c(=O)[nH]1)CCCC3	-7	·
25	O=C(CNc1cccc2ccccc12)N/N=C/c1ccc(OC(=O)/C=C/c2ccco2)cc1	·	-0.7%

# Full records, quoted from the list. Values in the order: RmlCD inh 1536 | GlmU inhibition
# `CC(C)(C)n1nnnc1C(c1cccnc1)N1CCN(c2ccccn2)CC1` (stereo unspecified) as listed: -4 | 1.0%
# `CCc1ccc(C(=O)COC(=O)c2cccnc2Cl)cc1` as listed: -11 | 2.4%
# `COc1ccc(CCNC(=O)CSc2nnc(NC(C)=O)s2)cc1OC` as listed: · | -2.0%
# `Cc1cccc(NC(=S)N/N=C/C(C)c2ccccc2)c1C` (stereo unspecified) as listed: · | -0.4%
# `CCCCOc1ccc(C(=O)OCC(=O)Nc2cc(C)c(C)cc2[N+](=O)[O-])cc1` as listed: -10 | 2.4%

# Next part:
No.	molecule	RmlCD inh 1536	GlmU inhibition
26	COC(=O)N(NC(=O)C(O)(C(C)C)C(C)C)c1ccccc1	·	-1.9%
27	COc1ccc(CNC(=O)C2CCCN(S(=O)(=O)c3cnc[nH]3)C2)cc1 (stereo unspecified)	-8	2.1%
28	Cc1cc(/C=N/NC(=O)c2cccc([N+](=O)[O-])c2)c(C)n1-c1ccc(Cl)cc1Cl	-8	0.8%
29	S=c1[nH]nc(COc2ccc(Cl)cc2)o1	-8	13%*
30	S=C1NCCc2ccc(Cl)cc2C1c1ccccc1Cl (stereo unspecified)	·	1.2%
31	Nn1c(SCC(=O)Nc2ccc3c(c2)OCCO3)nnc1-c1ccccn1	1	-3.1%
32	CCN1C(=O)C(O)(C2COC(C)(C)CC2=O)c2ccccc21 (stereo unspecified)	8	4.9%
33	O=C(Cc1ccc(S(=O)(=O)N2CCCC2)s1)Nc1nc2c(s1)CCCC2	-6	2.8%
34	CCOC(=O)C1CCN(c2ncnc3c2[nH]c2cccc(OC)c23)CC1	5	-1.1%
35	Cc1cc([N+](=O)[O-])ccc1NC(=S)NC(=O)Cc1ccccc1	-1	1.6%
36	O=C(Nc1cccc(Cl)c1)c1ccc(F)c(S(=O)(=O)N2CCN(c3ccccn3)CC2)c1	·	0.9%
37	Cc1cc(C)cc(NC(=S)Nc2ccc3cn[nH]c3c2)c1	·	3.1%
38	CC(=O)c1ccc(Oc2cc(C)nc(-n3nc(C)cc3C)n2)cc1	-1	2.1%
39	CC(C)CC(NC(=O)C1CCC(C)CC1)C(=O)NCc1ccccn1 (stereo unspecified)	23	-2.7%
40	O=C1C(N2CCOCC2)=C(n2nnc3ccccc32)C(=O)c2ccccc21	·	2.2%
41	Cn1c(SCC(=O)Nc2sccc2C#N)nnc1-c1ccccc1	·	0.0%
42	CCOc1ccc(N(CC(=O)NCCSc2ccccn2)S(C)(=O)=O)cc1	9	4.8%
43	COc1ccccc1NC(=O)Cn1c(O)c(N=NC(=O)c2ccccc2O)c2ccccc21	-19	-5.3%
44	CCN1CCc2ccccc2C1	-5	5.4%
45	O=c1ccc(/C=C/c2ccccc2)nn1Cc1ccccc1	·	-1.4%
46	CN(C)/N=C/c1ccc(P(c2ccc(/C=N/N(C)C)o2)c2ccc(/C=N/N(C)C)o2)o1	-6	-17%
47	COCCSc1nnc(NC(=O)Cc2ccc(OC)c(OC)c2)s1	8	0.3%
48	O=C(COc1ccc(C(=O)c2ccccc2)cc1)NCC(=O)Nc1ccccc1Br	2	-8.5%
49	CCOc1ccc(-n2c(=O)c3sccc3n(CC(=O)NCCc3ccc(OC)c(OC)c3)c2=O)cc1	-6	0.3%
50	CCOc1ccc(N(CC(=O)N2CCN(c3ccccc3)CC2)S(=O)(=O)c2c(C)noc2C)cc1	-8	0.3%

# Some values from the entries so far:
# Cn1c(SCC(=O)Nc2sccc2C#N)nnc1-c1ccccc1 in GlmU inhibition has 0.0%
# Nn1c(SCC(=O)Nc2ccc3c(c2)OCCO3)nnc1-c1ccccn1 in GlmU inhibition has -3.1%
# Cc1cc(C)cc(NC(=S)Nc2ccc3cn[nH]c3c2)c1 in GlmU inhibition has 3.1%
# S=c1[nH]nc(COc2ccc(Cl)cc2)o1 in RmlCD inh 1536 has -8

# Additional results:
No.	molecule	RmlCD inh 1536	GlmU inhibition
51	CCC1=Nc2cc(C(=O)NCc3ccco3)ccc2Sc2ccccc21	-11	3.3%
52	CC(C)c1cc(C(=O)O)c2cnn(C(C)C)c2n1	5	-2.2%
53	CCOC(=O)c1c(NC(=O)CC2SC(N)=NC2=O)sc2c1CCCC2 (stereo unspecified)	41	1.3%
54	Cc1ccc(-c2nnc(SCC(=O)O)n2N)cc1	-8	-0.8%
55	CCC(=O)OCCNc1cc(Sc2nccn2C)c2nonc2c1[N+](=O)[O-]	7	13%
56	O=C(N/N=C/c1c(O)n(CCC2=CCCCC2)c(=S)[nH]c1=O)c1ccccc1	-7	2.9%
57	S=C(NCc1ccco1)Nc1ccccc1Cl	16	2.0%
58	COc1ccc(OC)c(Cc2nnc(CCC(=O)NC3C4CC5CC(C4)CC3C5)o2)c1 (stereo unspecified)	11	-9.2%
59	CCn1c(SCC(=O)N/N=C/c2ccc(C)o2)nnc1-c1ccc(C)cc1	3	-2.3%
60	CCOC(=O)/C(C#N)=C1/SC(CC)C(=O)N1c1ccc(Br)cc1 (stereo unspecified)	-7	4.0%
61	O=C1C(Cl)=C(N2CCOCC2)C(=O)N1c1ccccc1Cl	24	6.3%
62	O=C(Cn1c(=O)n(CC2CS2)c2ccccc21)N1CCCCCC1 (stereo unspecified)	-18	1.7%
63	CCOc1ccc(Br)cc1S(=O)(=O)Nc1cccc(S(=O)(=O)N(C)c2ccccc2)c1	-11	-0.5%
64	CCOC(=O)Cn1nc(/C=C/c2ccc(C(C)C)cc2)ccc1=O	·	-0.5%
65	CC(C)C1Cc2c(C#N)c(N)n(C)c(=S)c2CO1 (stereo unspecified)	19	·
66	COc1ccc(-c2[nH]ncc2CN2CCN(C3CCCCC3)C(=O)C2)cc1F	3	1.7%
67	COC(=O)C1=C(NC(=O)C2CCCCC2)CCS1	-2	-4.6%
68	O=C(CNC(=O)c1ccccc1)NC1(C(=O)NC2CCCC2)CCCCC1	·	-4.3%
69	CC1=C(C(N)=O)C(c2ccccc2)n2nc(-c3ccncc3)nc2N1 (stereo unspecified)	9	-0.2%
70	COc1ccc(N2CCN(C(CNC(=O)C3CCCCC3)c3cccnc3)CC2)cc1 (stereo unspecified)	-3	-2.0%
71	S=C(Nc1cccnc1)Nc1ccccc1Br	0	-1.9%
72	Cc1ccc(C(=O)NC(C(=O)Nc2cccc(S(N)(=O)=O)c2)C(C)C)cc1 (stereo unspecified)	3	·
73	CN(Cc1ccon1)C(=O)CCc1nnc(CCCCc2ccccc2)o1	-11	4.2%
74	CN1C(=O)CN=C(c2ccc(Cl)cc2)c2cc(Cl)ccc21	·	-2.5%
75	O=C(CSc1nc2ccccc2c(=O)n1-c1ccccc1)N1CCc2ccccc2C1	·	1.4%

No.	molecule	RmlCD inh 1536	GlmU inhibition
76	Cc1cccc(C(=O)N(NC(=O)Oc2ccccc2)C(C)(C)C)c1	·	2.2%
77	COc1cccc(NC(=O)Nc2cccs2)c1	4	2.1%
78	CCCc1nnc(NC(=O)CCC(=O)N2CCCCC2CC)s1 (stereo unspecified)	13	4.0%
79	COc1ccccc1CNc1ccc([N+](=O)[O-])cc1C	7	1.8%
80	CCCCOc1ccc(-c2c(C#N)c(N)[nH]c(=S)c2C#N)cc1	-4	5.8%
81	Cc1nn(-c2ccccc2)c(N)c1N=O	16	-0.2%
82	CC(C)(C)OC(=O)N/N=C\c1ccc[nH]1	6	-8.2%
83	CN(C)S(=O)(=O)Oc1cccc(C(=O)Nc2ccc(Cl)c(Cl)c2)c1	13	-1.1%
84	COc1ccc(CNc2ccc(-c3ccc(OC)cc3)nn2)cc1	5	-3.3%
85	COc1cc(CN2CCN(CCc3ccccc3)C(CCO)C2)cc(OC)c1 (stereo unspecified)	4	3.5%
86	COc1cccc(CNC(=O)CCNS(=O)(=O)c2cccs2)c1	·	-2.1%
87	CCCN1CCC(=O)N(CCSc2ccc(C)cc2)CC1	-2	7.0%
88	COc1ccccc1Oc1nc(C)c(C(C)=O)cc1C#N	9	·
89	O=c1cc(CCl)[nH]c2nc3ccccc3n12	·	-4.3%
90	Cc1ccc(C)c(Oc2ncnc(N)c2[N+](=O)[O-])c1	3	-6.9%
91	CC(C)COC(=O)n1c(=O)oc2ccc(S(=O)(=O)N3CCCCC3)cc21	-5	5.5%
92	O=C(c1cccs1)N(Cc1nc2sc3c(c2c(=O)[nH]1)CCCC3)C1CCCC1	3	-0.3%
93	CCN1C(=O)/C(=C/c2nc3ccccc3c(=O)n2-c2ccccc2)c2ccccc21	-8	0.3%
94	COC(=O)c1cc(C(=O)N2CCN(c3cccc(Cl)c3)CC2)cc([N+](=O)[O-])c1	12	-1.0%
95	COC(=O)Cc1[nH]c(=S)[nH]c1C(=O)OC	-9	2.1%
96	CCN1CCCC1CNC(=O)C(=O)NC(C)c1ccccc1 (stereo unspecified)	0	1.4%
97	CCOC(=O)c1ccc(NC(=S)NCCc2ccccc2F)cc1	0	-3.1%
98	CCc1cccc(NC(=O)CSc2nc3c(c(=O)[nH]2)CCCC3)c1	·	1.9%
99	CN(C)S(=O)(=O)c1ccc2c(c1)C(CC(=O)O)NC2=O (stereo unspecified)	·	4.2%
100	O=C(COC(=O)CCC1CCCC1)Nc1ccccc1OC(F)F	9	-0.6%

No.	molecule	RmlCD inh 1536	GlmU inhibition
101	Cc1cc(C)cc(-n2c(SCC(=O)NCc3ccco3)nc3ccccc3c2=O)c1	·	2.8%
102	COc1ccc(N2CCN(C(=S)NC(C)c3ccccc3)CC2)cc1 (stereo unspecified)	51	0.8%
103	CCn1c(SCC(=O)Nc2cc(F)ccc2C)nnc1-c1ccccc1O	11	2.8%
104	CCn1c(-c2ccncc2)n[nH]c1=S	16	3.8%
105	CC(=O)/C=C/c1ccccc1O	13	-2.5%
106	COc1ccc(N2CSC3=C(C#N)C(c4ccc(OC)c(OC)c4)CC(=O)N3C2)c(OC)c1 (stereo unspecified)	·	0.1%
107	Cn1c(=O)n(C)c2cc(S(=O)(=O)Nc3ccccc3O)ccc21	·	3.4%
108	CCOc1cc(/C=N/NC(=O)Cn2nc([N+](=O)[O-])cc2C)ccc1OCc1ccc(F)cc1	·	2.0%
109	CCC(C)(NC(=O)c1cccc(N2C(=O)CSC2c2ccccc2)c1)C(=O)Nc1ccccc1C (stereo unspecified)	13	-2.5%
110	COc1ccc(-c2cc(C(F)(F)F)nc(N3CCOCC3)n2)cc1	-1	-1.6%
111	Cc1cccc(NC(=O)CSc2cc(C(=O)c3nccn3C)c3ccccc3n2)c1	8	-3.3%

# 6 compounds picked at random from those above:
No.	molecule	RmlCD inh 1536	GlmU inhibition
83	CN(C)S(=O)(=O)Oc1cccc(C(=O)Nc2ccc(Cl)c(Cl)c2)c1	13	-1.1%
88	COc1ccccc1Oc1nc(C)c(C(C)=O)cc1C#N	9	·
79	COc1ccccc1CNc1ccc([N+](=O)[O-])cc1C	7	1.8%
32	CCN1C(=O)C(O)(C2COC(C)(C)CC2=O)c2ccccc21 (stereo unspecified)	8	4.9%
53	CCOC(=O)c1c(NC(=O)CC2SC(N)=NC2=O)sc2c1CCCC2 (stereo unspecified)	41	1.3%
100	O=C(COC(=O)CCC1CCCC1)Nc1ccccc1OC(F)F	9	-0.6%

# Some of the compounds tested. The share of hits here may be higher or lower than overall.
